Vc quorum ag: induces V. cholerae light production without autoinducers | V. cholerae BH1578 lux reporter, luminescence, 6 h | activation, % at 18.7 µM | hit rate 0.16% among 350,000; in the data active = activation mostly above about 9.7%, no sharp cut-off; also: not every result past the cut was called active; inactives centre near 0; reference of the scale not given here
3CLpro inhibitor: SARS-CoV 3CLpro protease inhibition | P0C6X7 | hit rate 0.14% among 290,000 | recombinant SARS-CoV 3CLpro, quenched FRET peptide cleavage | inhibition, % at 6 µM; in the data active = inhibition above about 12%
Yp Topo-I inh: Y. pestis Topo-I inhibition via cleavage products; Y. pestis Topo-I cleavage product accumulation, plate reader; activity, % at 10 µM; hit rate 0.064% among 360,000; in the data active = activity above about 50%, passing the limit was not always enough; also: inactives centre near 2
PfHsp40 yeast: restores yeast growth despite PfHsp40 toxicity | S. cerevisiae expressing PfHsp40, growth rescue, ATP luminescence | growth rescue, % at 12.5 µM | hit rate 0.68% among 340,000; in the data active = growth rescue above about 28%, passing the limit was not always enough;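 also: yeast W303a lacking pdr1 and pdr3 grown in galactose medium; growth measured after three days at 30 °C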
BoNT-A LC inh2: inhibitors of Botulinum neurotoxin A light chain protease; multiplex microsphere protease substrate cleavage, flow cytometry; inhibition, % at 10 µM; hit rate 0.17% among 360,000; AID 588499; also: plate controls were buffer without enzyme for full effect and enzyme alone for no effect
DUSP3 inh: blocks human VHR1 dual specificity phosphatase | P51452 | recombinant VHR phosphatase, pNPP absorbance | inhibition, % at 13.3 µM | hit rate 0.52% among 290,000 | AID 1654; in the data active = inhibition above about 50%; also: some compounds called inactive have numbers as strong as hits
Anthrax LF inh2: inhibitors of Bacillus anthracis lethal factor protease; multiplex microsphere protease cleavage assay, LF; P15917; hit rate 0.12% among 360,000; inhibition, % at 10 µM; also: plate controls were buffer without enzyme for full effect and enzyme alone for no effect
PriA SSB inh: K. pneumoniae PriA-SSBct interaction inhibition. hit rate 0.6% among 430,000. inhibition, % at 33 µM. AlphaScreen SSBct-PriA binding, biotinylated peptide; in the data active = inhibition mostly above about 37%, no sharp cut-off; inactive = mostly below about 20%;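 also: plate controls were negative control peptide for no effect and reference peptide for full effect; strong numbers were not always called active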
TcdB GH inh: blocks C. difficile toxin B glycohydrolase activity; P18177; TcdB glycohydrolase enzymatic assay, plate reader; inhibition, % at 9.99 µM; hit rate 0.24% among 350,000; AID 652162; in the data active = inhibition above about 10%
Target sequence (P18177 whole entry, looked up): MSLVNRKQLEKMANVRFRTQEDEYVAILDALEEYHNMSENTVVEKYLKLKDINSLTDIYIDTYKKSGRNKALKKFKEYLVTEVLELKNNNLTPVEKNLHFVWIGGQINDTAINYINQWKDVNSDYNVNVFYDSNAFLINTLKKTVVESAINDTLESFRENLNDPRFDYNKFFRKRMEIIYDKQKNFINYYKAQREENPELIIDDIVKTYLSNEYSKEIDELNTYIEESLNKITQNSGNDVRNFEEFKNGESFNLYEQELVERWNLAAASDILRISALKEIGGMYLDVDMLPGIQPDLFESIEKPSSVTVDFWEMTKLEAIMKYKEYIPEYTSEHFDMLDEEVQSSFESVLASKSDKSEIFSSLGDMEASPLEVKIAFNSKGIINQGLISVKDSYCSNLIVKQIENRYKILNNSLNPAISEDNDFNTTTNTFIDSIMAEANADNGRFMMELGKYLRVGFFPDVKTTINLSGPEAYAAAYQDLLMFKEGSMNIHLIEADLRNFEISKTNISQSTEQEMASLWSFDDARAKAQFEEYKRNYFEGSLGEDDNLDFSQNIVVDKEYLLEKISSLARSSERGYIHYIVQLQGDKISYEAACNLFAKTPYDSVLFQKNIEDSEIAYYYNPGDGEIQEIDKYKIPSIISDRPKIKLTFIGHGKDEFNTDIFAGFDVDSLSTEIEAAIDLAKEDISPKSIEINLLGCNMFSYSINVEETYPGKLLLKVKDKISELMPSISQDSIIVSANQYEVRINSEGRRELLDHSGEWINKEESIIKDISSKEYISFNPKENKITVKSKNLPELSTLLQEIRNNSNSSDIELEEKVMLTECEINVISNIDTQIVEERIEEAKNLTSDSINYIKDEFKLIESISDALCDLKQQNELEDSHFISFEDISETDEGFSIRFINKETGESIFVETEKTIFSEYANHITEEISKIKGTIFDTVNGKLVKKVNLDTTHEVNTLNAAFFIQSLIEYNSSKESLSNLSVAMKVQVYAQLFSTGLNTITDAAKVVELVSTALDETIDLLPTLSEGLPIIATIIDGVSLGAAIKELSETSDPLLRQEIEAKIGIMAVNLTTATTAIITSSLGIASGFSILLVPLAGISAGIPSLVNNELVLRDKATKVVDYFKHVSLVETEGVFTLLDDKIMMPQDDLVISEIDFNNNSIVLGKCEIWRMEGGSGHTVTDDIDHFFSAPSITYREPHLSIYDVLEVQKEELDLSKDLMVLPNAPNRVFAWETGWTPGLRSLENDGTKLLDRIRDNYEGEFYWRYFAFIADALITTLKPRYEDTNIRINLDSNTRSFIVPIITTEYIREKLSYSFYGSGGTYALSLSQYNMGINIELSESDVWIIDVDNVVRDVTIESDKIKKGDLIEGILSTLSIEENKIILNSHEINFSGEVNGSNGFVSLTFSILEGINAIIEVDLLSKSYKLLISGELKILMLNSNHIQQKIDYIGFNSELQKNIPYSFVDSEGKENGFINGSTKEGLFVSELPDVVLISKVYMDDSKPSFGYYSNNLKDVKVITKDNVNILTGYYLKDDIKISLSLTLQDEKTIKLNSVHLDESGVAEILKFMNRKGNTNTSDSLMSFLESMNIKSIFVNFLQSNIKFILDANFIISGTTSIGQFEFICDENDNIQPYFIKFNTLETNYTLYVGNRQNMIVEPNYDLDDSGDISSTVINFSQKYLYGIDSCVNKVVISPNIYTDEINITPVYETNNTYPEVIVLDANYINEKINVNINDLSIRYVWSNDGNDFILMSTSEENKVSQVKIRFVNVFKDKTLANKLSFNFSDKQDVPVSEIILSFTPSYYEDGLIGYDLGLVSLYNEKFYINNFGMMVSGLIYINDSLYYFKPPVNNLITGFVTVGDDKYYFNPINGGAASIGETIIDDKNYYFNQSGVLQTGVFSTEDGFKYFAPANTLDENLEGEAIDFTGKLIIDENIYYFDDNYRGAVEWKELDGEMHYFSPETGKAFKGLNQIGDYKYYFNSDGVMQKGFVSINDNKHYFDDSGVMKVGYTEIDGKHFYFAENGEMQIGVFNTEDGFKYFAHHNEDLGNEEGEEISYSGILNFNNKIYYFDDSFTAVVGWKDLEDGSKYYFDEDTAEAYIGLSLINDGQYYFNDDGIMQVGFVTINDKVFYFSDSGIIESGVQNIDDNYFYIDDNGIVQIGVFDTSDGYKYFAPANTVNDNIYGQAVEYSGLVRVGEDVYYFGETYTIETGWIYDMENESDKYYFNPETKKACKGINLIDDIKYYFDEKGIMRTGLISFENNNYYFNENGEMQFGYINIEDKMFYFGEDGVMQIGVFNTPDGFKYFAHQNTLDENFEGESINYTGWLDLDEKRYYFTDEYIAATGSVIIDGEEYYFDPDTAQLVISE
CCHF vOTU inh: CCHFV vOTU protease inhibition; Pep-AMC fluorescence; inhibition, % at 11.5 µM; hit rate 0.55% among 370,000; AID 651958; in the data active = inhibition above about 30%; also: 0% = vehicle wells with enzyme and 100% = no enzyme wells
Numbers without * were called inactive; i = inactive; · = not tested or not shown; & = joins results of further samples. Rule as the data show it, unless noted: active = inhibition above about 30%; inconclusive = no clear call, values can overlap the other calls; inactive = below that.

SMILES	Vc quorum ag	3CLpro inhibitor	Yp Topo-I inh	PfHsp40 yeast	BoNT-A LC inh2	DUSP3 inh	Anthrax LF inh2	PriA SSB inh	TcdB GH inh	CCHF vOTU inh
COc1cccc(CNC(=O)COC(=O)CCc2cc(OC)c(OC)c(OC)c2)c1	i	·	4	-0.2	-6.5	·	1	·	0.2	1
Cc1nonc1N1CCN(Cc2cn[nH]c2-c2ccc3c(c2)OCO3)CC1	-0.5	-4	-3	0.1	0.6	22	-1	-1	·	4
CC(NC(=O)CN(c1cccc(C(F)(F)F)c1)S(=O)(=O)c1ccc(Cl)c([N+](=O)[O-])c1)c1ccccc1 (stereo unspecified)	-1.4	-2	4	-0.5	-0.8	-18	-2	13	0.3	17
CCOC(=O)c1c(C)nc(C)c(C(=O)OCC)c1-c1ccccc1	0.9	2	18	0.5	0.9	8	0	3	1.4	·
Cc1cc(C)n2c(Nc3ccc4c(c3)OCCO4)c(CC(C)C)nc2n1	·	·	·	·	-0.2	·	-13	·	-2.2	-2
CCN(CC(=O)Nc1ccccc1OC)C(=O)CC1CC2CCC1C2 (stereo unspecified)	0.4	·	3	1.0	-1.3	·	-3	-7	1.7	8
Cc1ccccc1C(=O)NNC(=S)NC(=O)c1ccc(Cl)cc1Cl	i	6	-9	395*	-1.4	27	-1	-15	1.1	11
Cc1ccccc1N1CCN(C2CCCN(C(=O)c3ccccn3)C2)CC1 (stereo unspecified)	-0.3	-1	2	-0.7	-3.5	12	-2	-8	-0.3	-9
CCCCC1=CC2=C(c3ccco3)C(=O)C(C)(OC(=O)c3ccc(OC)cc3)C(=O)C2=CN1C1CC1 (stereo unspecified)	-0.3	·	11	-1.7	0.2	19	3	-6	-0.2	11
C[C@H]1CN([C@@H](C)CO)C(=O)c2cc(Br)cnc2O[C@@H]1CN(C)S(=O)(=O)c1cn(C)cn1	-2.4	·	3	·	-0.3	·	-4	·	1.0&0.1	4
O=C(O)c1cc(-c2cccc(Cl)c2)nc2nc(N3CCCCC3)sc12	-0.4	-6	-2	-0.6	0.4	3	-2	-16	·	-225
O=C(c1ccc(N2CCOCC2)cc1)c1cccs1	-0.5	3	2	-1.2	-0.4	-2	11	-18	·	7
CCc1nc(N2CCN(C(C)=O)CC2)c2c3c(sc2n1)CC(C(C)(C)C)CC3 (stereo unspecified)	0.2	0	-4	0.6	-1.9	4	3	7	2.5	-10
Cc1ccc(CSc2ccc(-c3cccs3)nn2)cc1	-0.2	3	18	-1.6	0.4	10	1	-10	·	-14
COc1cc(C(=O)NCC(c2ccco2)N2CCc3ccccc3C2)cc(OC)c1OC (stereo unspecified)	-0.8	·	19	0.2	1.4	·	-2	4	-0.5	-1
COC(=O)C1=C(C)N=C2SC(C)C(=O)N2C1c1ccc(C(=O)OC)cc1 (stereo unspecified)	i	-6	18	-0.2	-0.7	13	-3	7	·	15
CCCc1c(O)nc(SCCN(CC)CC)n(C(=O)c2ccccc2)c1=O	i	-5	-8	0.1	-2.6	18	0	-8	·	-2
CN(CC(=O)Nc1ccccc1Br)C(=O)c1cccc([N+](=O)[O-])c1	-0.3	-4	11	0.4	-1.3	7	-7	-12	1.8	2
CCOc1ccc(C2Nc3ccccc3C(CC)(CC)O2)cc1 (stereo unspecified)	i	-5	1	0.1	-0.6	5	0	-10	1.0	-8
Cc1[nH]nc(NCCO)c1[N+](=O)[O-]	2.1	0	0	-0.7	0.2	-9	1	-10	1.2	0
Cc1cccc(-n2c(N)c(-c3nc4ccccc4n3C)c3nc4ccccc4nc32)c1	-0.1	-1	0	0.8	1.7	-1	2	-4	·	-7
O=C1CCN(S(=O)(=O)c2cccs2)c2ccc(C(F)(F)F)cc2N1	-0.4	-4	-1	·	-1.7	-9	1	-4	0.4	1
CCOc1ccc(N=Nc2ccc(O)c3ncccc23)cc1	i	-1	-2	-2.0	-5.4	-2	-26	-15	0.3	-14
NC(Cc1ccccc1)C(O)(c1ccccc1)c1ccccc1 (stereo unspecified)	i	-2	7	0.5	0.4	6	6	-9	-2.0	2
COc1cc2c(cc1OC)C(C)N(C(=O)C1COc3ccccc3O1)CC2 (stereo unspecified)	0.5	8	7	22	0.6	10	6	-16	·	2

Entries from the list above with a CF3 group (two):
SMILES	Vc quorum ag	3CLpro inhibitor	Yp Topo-I inh	PfHsp40 yeast	BoNT-A LC inh2	DUSP3 inh	Anthrax LF inh2	PriA SSB inh	TcdB GH inh	CCHF vOTU inh
CC(NC(=O)CN(c1cccc(C(F)(F)F)c1)S(=O)(=O)c1ccc(Cl)c([N+](=O)[O-])c1)c1ccccc1 (stereo unspecified)	-1.4	-2	4	-0.5	-0.8	-18	-2	13	0.3	17
O=C1CCN(S(=O)(=O)c2cccs2)c2ccc(C(F)(F)F)cc2N1	-0.4	-4	-1	·	-1.7	-9	1	-4	0.4	1

Next entries
SMILES	Vc quorum ag	3CLpro inhibitor	Yp Topo-I inh	PfHsp40 yeast	BoNT-A LC inh2	DUSP3 inh	Anthrax LF inh2	PriA SSB inh	TcdB GH inh	CCHF vOTU inh
COc1cc(C(=S)N2CCOCC2)ccc1OC(=O)c1cc([N+](=O)[O-])c(C)c([N+](=O)[O-])c1	-0.3	-7	25	1.0	0.2	-8	-1	0	0.1	-12
COC(=O)[C@@H](NC(=O)Nc1cc(Cl)ccc1C)C(C)C	-0.4	2	3	-1.1	0.7	20	-4	1	·	-5
CC(C)(C)n1nc2c(c1NC(=O)c1cccc(C(F)(F)F)c1)CS(=O)C2 (stereo unspecified)	i	-2	-3	-1.0	-0.1	18	1	7	·	13
O=S(=O)(NCC1CCCO1)c1ccc(-c2ccc(S(=O)(=O)NCC3CCCO3)cc2)cc1 (stereo unspecified)	i	0	23	-0.6	-0.6	19	5	-2	0.3	2
O=C(NCCCN1CCCC1=O)c1cc2nc(-c3ccco3)cc(C(F)(F)F)n2n1	-0.2	-2	6	-0.1	1.2	30	-2	-9	1.9	-20
CCOc1ccc(OCCC(=O)OCC(=O)NCCc2ccc(S(N)(=O)=O)cc2)cc1	-0.3	·	-4	-0.6	-0.4	·	-2	-11	1.2	15
Cc1ccc(S(=O)(=O)N(CC(=O)N2CCN(c3ccccc3F)CC2)C2CCCCC2)cc1	-0.2	4	35	1.6	-0.9	24	-1	-9	·	3
CCC(=Cc1ccccc1OC)c1ccncc1	·	·	22	0.4	-0.5	·	-4	-24	1.4	-2
COc1cc(OC)c(C(=O)NCc2ccco2)cc1OC	-1.7	1	-2	-1.0	-1.2	1	-9	8	2.3	4
CCOC(=O)C1=CNS(=O)(=O)NC1c1ccc(C(F)(F)F)cc1 (stereo unspecified)	i	·	4	-1.2	0.2	·	2	-8	0.5	-2
CSc1nc(C)cc(Oc2ccc(OCCOc3ccccc3)nn2)n1	i	1	10	1.9	0.7	7	-4	0	·	2
Cc1cc(C)cc(OCC(=O)Nc2nc3ccc([N+](=O)[O-])cc3s2)c1	i	-3	-3	-1.3	0.0	17	-5	2	·	-6
CN1CCCC(OC(=O)/C(C#N)=C/c2ccccc2)C1 (stereo unspecified)	-1.4	5	3	-1.5	0.5	-8	2	-7	6.5	-9
CCOc1ccc(OCCC(=O)OCC(=O)N2CCN(S(=O)(=O)c3ccc(C)cc3C)CC2)cc1	0.3	·	23	2.6	-1.7	·	-5	-8	0.6	-8
Cc1cc(-c2ccc(Cl)cc2)oc(=O)c1NC(=O)c1ccccc1	i	-1	-10	12	-0.5	20	-3	-3	·	-3
O=C(N/N=C/c1ccncc1)c1cccc(S(=O)(=O)Nc2ccc(Cl)cc2)c1	i	62*	2	2.3	-0.9	94	-7	i	0.6	7
CCCN1C(=O)/C(=C/c2ccco2)SC1=Nc1ccc(OC)cc1	i	4	26	-0.2	-0.3	-10	-8	6	·	·
O=C(NNC(=O)C1COc2ccccc2O1)c1cccc([N+](=O)[O-])c1 (stereo unspecified)	-0.3	0	-13	12	-1.2	2	4	-17	0.7	-9
O=C(NCc1cccnc1)/C(=C/c1ccc(Cl)cc1)NC(=O)c1ccccc1	0.1	0	-7	-1.5	-0.5	11	-3	-2	0.7	-12
COc1ccc(C2Nc3ccccc3C(=O)N2c2ccc(Cl)cc2)cc1Cn1cc([N+](=O)[O-])cn1 (stereo unspecified)	-2.3	5	1	0.1	0.4	4	-4	-7	1.0	-10
COc1ccc(/C=C\C(=O)NCC(=O)N/N=C/c2ccc(O)cc2O)cc1	-3.7	-1	-4	-0.3	-0.7	29	-2	·	-1.0	-8
CCC(C(=O)Nc1cnccn1)c1ccccc1 (stereo unspecified)	2.5	-6	-7	-1.3	-2.1	-12	0	-10	·	-4
COc1cc(NC(=O)c2cccnc2)c(Cl)cc1NC(=O)c1ccccc1	i	5	3	0.1	2.2	27	1	2	1.0	-9
CCCCCn1c(N)c(-c2nc3ccccc3o2)c2c([N+](=O)[O-])nn(C)c(=O)c21	-0.4	-6	-9	-1.1	0.2	46	1	1	0.8	-10
COc1ccc(-c2nc3c(c(=O)[nH]c(=O)n3Cc3ccccc3)n2C)cc1	-1.1	-2	9	0.2	1.5	18	10	-1	·	8
CSCCC(c1nnnn1-c1ccc2c(c1)OCCO2)N1CCC2(CC1)C(=O)NCN2c1ccccc1 (stereo unspecified)	·	·	·	·	-0.9	·	-1	·	0.3	7
COc1ccc(S(=O)(=O)N(C)CC(=O)NC2CC2)cc1	i	2	2	-0.6	0.9	8	1	-5	·	-2
O=C(Nc1ccc(-c2csc(Nc3ccc(Cl)cc3)n2)cc1)c1cccc(C(F)(F)F)c1	·	·	·	·	·	15	·	10	-0.1	-7

Structures from the list above containing two or more sulfur atoms, in the order listed:
SMILES	Vc quorum ag	3CLpro inhibitor	Yp Topo-I inh	PfHsp40 yeast	BoNT-A LC inh2	DUSP3 inh	Anthrax LF inh2	PriA SSB inh	TcdB GH inh	CCHF vOTU inh
Cc1ccc(CSc2ccc(-c3cccs3)nn2)cc1	-0.2	3	18	-1.6	0.4	10	1	-10	·	-14
O=C1CCN(S(=O)(=O)c2cccs2)c2ccc(C(F)(F)F)cc2N1	-0.4	-4	-1	·	-1.7	-9	1	-4	0.4	1
O=S(=O)(NCC1CCCO1)c1ccc(-c2ccc(S(=O)(=O)NCC3CCCO3)cc2)cc1 (stereo unspecified)	i	0	23	-0.6	-0.6	19	5	-2	0.3	2

Source: PubChem

These rows are one share of the data; rates above refer to the full screens.
